# High-throughput results as filed in PubChem.
# Giardia FBPA inh – blocks Giardia fructose-bisphosphate aldolase activity; purified Giardia FBPA; Potency, µM (titrated, usually from 59.6 µM), for inactives: top-dose activity, negative = inhibition, usual class: inhibitors; actives 0.71% (n = 290,000); further: potency means the concentration at half of the fitted maximal effect; nearly all actives have a fitted effect of over 55% in size
#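 40 nM FBPA preincubated 10 min at RT with compound (up to 57.5 uM final), then substrate plus GAPDH/TPI/NAD/arsenate coupling and diaphorase/resazurin added. Fluorescence read after 20 min at RT, 525/598 nm.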
# AmpC inh no detg – AmpC beta-lactamase inhibition without detergent. AID 485341. AmpC nitrocefin hydrolysis, absorbance 480 nm, 0.0001% Triton. actives 0.52% (n = 330,000). P00811. Potency, µM (doses to about 57.1 µM), for inactives: at the highest dose activity change, negative = inhibition, most hits filed as inhibitors;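 further: potency means the concentration at half of the fitted maximal effect; plate controls were no compound for no effect and no enzyme for full effect; nearly all actives have a fitted effect of over 20% in size; some results filed as inactive show a strong effect at the top dose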
#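 AmpC (5.3 nM in the dispensed reagent) in 20 mM phosphate pH 7.0 with 0.01% (detergent screen) or 0.0001% Triton X-100 was preincubated with compounds for 15 min at room temperature. Nitrocefin was then added from an 800 uM solution, and hydrolysis was followed at 480 nm.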
# HCV inhibitor – HCV inhibition; Huh7.5.1 HCVcc-Cre infection, luciferase reporter, 44 h; Potency, µM (doses to about 41.8 µM), without a hit: at the top dose activity change, negative = inhibition, hits mostly inhibitors; actives 3.4% (n = 340,000); AID 651820; further: potency means the concentration at half of the fitted maximal effect
#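 Cells seeded at 1,000/well and cultured 4 h, then compounds added followed by HCVcc-Cre virus (~0.5 moi). After 44 h further culture, luciferase substrate was added, plates held 15 min at room temperature, and luminescence read for 15 sec.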
# HCMV antiviral – human cytomegalovirus inhibition | HFF cells, HCMV-luciferase reporter, 72 h; active compounds read low | activity change, negative = inhibition, % at 57.5 µM | actives 4.5% (n = 410,000) | AID 1259415; in the data active means activity change below about -60%; inconclusive means no clear call, values can overlap the other calls; inactive means above about -39%
#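 HFF cells seeded 16 h at 37C, treated with compounds, infected with luciferase-reporter HCMV at MOI 1 PFU/cell; luciferase read at 72 h post infection, normalized to buffer-only and Salinomycin controls.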
# AmpC detergent – blocks E. coli AmpC beta-lactamase in detergent assay. P00811. AmpC hydrolysis of nitrocefin, absorbance 480 nm, 0.01% Triton. Potency, µM (series often up to 114 µM), for the others: top-dose activity change, negative = inhibition, hits mostly inhibitors. actives 0.041% (n = 370,000). AID 485294;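 further: potency means the concentration at half of the fitted maximal effect; 0% = no-compound wells and -100% = no-enzyme wells; nearly all actives have a fitted effect of over 25% in size; some results filed as inactive show a strong effect at the top dose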
#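 AmpC (5.3 nM in the dispensed reagent) in 20 mM phosphate pH 7.0 with 0.01% (detergent screen) or 0.0001% Triton X-100 was preincubated with compounds for 15 min at room temperature. Nitrocefin was then added from an 800 uM solution, and hydrolysis was followed at 480 nm.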
# Sm TGR block – blocks Schistosoma mansoni thioredoxin glutathione reductase | purified TGR, DTNB reduction, TNB absorbance 405 nm | Potency, µM (highest dose often 114 µM), for the others: top-dose activity change, negative = inhibition, usual class: inhibitors | actives 3% (n = 360,000) | Q962Y6; further: potency means the concentration at half of the fitted maximal effect; nearly all actives have a fitted effect of over 60% in size
#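 TGR 20 nM + NADPH 100 uM (dispensed conc.), cpd preinc 15 min RT; start with NADPH (500 uM addition) then DTNB (15 mM addition). Kinetic TNB absorbance, 405 nm filter. Four-parameter Hill fit across titration.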
# * marks the source's active call; other numbers are inactive results; u = inconclusive; x = no result given; & = joins results of further samples; [ ] = another dose, or the depositor's remark. Unless noted, the call rests on the fitted dose curve; in most records, active means well fitted curve in the direction sought with a large enough effect; inconclusive means small, poorly fitted or top-dose-only effect, or another doubt; inactive means no such curve, though single readings can be large; an effect the other way counts as inactive or inconclusive. Unless noted, on the % scale 0 is the no-effect control and ±100 the full control effect.
# Values run as follows: Giardia FBPA inh | AmpC inh no detg | HCV inhibitor | HCMV antiviral | AmpC detergent | Sm TGR block
CCN1CCN(C(=O)CN(c2ccc(C)cc2)S(C)(=O)=O)CC1
→ 2% | x | 11% | 34 | 0% | -2%
CN(c1ccccc1)S(=O)(=O)c1ccc(NC(=S)NC(=O)c2ccccc2)cc1
→ -12% | -32% | u | -28 | 4% | u
COc1ccc(NS(=O)(=O)c2cccc(C(=O)O)c2)cc1S(=O)(=O)N1CCCCC1
→ x | -21% | 21% | 63 | x | x
Cc1ccc(CNC(=O)c2ccc(C#CC(C)(C)O)s2)cc1
→ 2% | -22% | -11% | 46 | u | -5%
CC1CN(C(=O)c2ccccc2Nc2ccc(SC(F)F)cc2)CC(C)O1 (stereo not drawn)
→ 4% | 63%[activator] | -1% | u | -9% | -7%
CCN1CCN(S(=O)(=O)c2ccc(Cl)c(C(=O)Nc3ccccc3N3CCCC3)c2)CC1
→ x | 141%[activator] | 5% | x | -16% | -17%
CCOC(=O)c1ccc(CNCc2ccc(Br)cc2)cc1
→ -11% | -13% | 0% | 12 | -13% | -3%
COc1ccc(NC(=O)C2CCN(S(=O)(=O)c3ccc4[nH]c(=O)oc4c3)CC2)c(OC)c1
→ x | -31% | 4% | x | 5% | -5%
Cc1ccc(Nc2nnc(SCC(=O)NC3CC3)s2)cc1
→ x | -22% | 0% | 0 | 10% | -3%
Cc1nc([N+](=O)[O-])c(Br)n1CC(=O)c1ccccc1
→ 5% | -10% | u | 2 | 4% | 4µM*
O=C(c1ccc(F)cc1)N(Cc1cccs1)C1CCS(=O)(=O)C1 (stereo not drawn)
→ x | -7% | 6% | 4 | 1% | -9%
CS(=O)(=O)Nc1cccc2[nH]ncc12
→ -14% | -8% | -2% | -25 | 0% | -1%
Cc1ccc(OCCn2cc(C#N)c3ccccc32)cc1
→ -2% | -21% | u | -20 | -2% | -7%
CCN(c1ccccc1)S(=O)(=O)c1ccc(OC)c(NC(=O)c2cc(F)c(F)c(F)c2F)c1
→ x | -1% | -15% | 19 | x | x
COc1ccccc1NC(=O)NNC(=O)C(C)Oc1ccc2ccccc2c1 (stereo not drawn)
→ 3% | -5% | 6% | 8 | 1% | -21%
Cc1cc(NC(=O)CN(C)S(=O)(=O)c2ccc3c(c2)CCC(=O)N3)ccc1Br
→ x | x | x | u | 4% | 6%
CN(C)C(C)(C)C#CC(O)(c1ccccc1)c1ccccc1
→ 0% | 0% | -31% | -27 | 3% | 5%
CCc1cc2c(COC(=O)c3cccc(S(C)(=O)=O)c3)cc(=O)oc2cc1O
→ x | -45% | u | 46 | -7% | -11%
Cc1cccc(NC(=O)COC(=O)c2ccccc2SCC(=O)N2CCCC2)c1
→ x | -7% | 1% | -6 | 4% | 3%
Fc1ccccc1C1c2[nH]c3ccccc3c2CCN1Cc1ccoc1 (stereo not drawn)
→ 0% | -35% | -8% | 42 | -4% | -25%[57.1 µM]
O=P(O)(O)c1ccccc1OCCOCCOc1ccccc1P(=O)(O)O
→ 10% | -6% | 20% | 6 | u | 2%
Cc1nc2ccn(Cc3ccccc3)c(=O)c2cc1C(=O)Nc1ccc(F)cc1Cl
→ x | x | x | -1 | 1% | 5%
COc1cc(NC(=O)Cn2c(=O)cc(C)c3c(C)nn(-c4ccc(C)cc4)c32)cc(OC)c1
→ x | x | x | 9 | u | 1%
O=C(NC1CCCc2ccccc21)C1CCN(S(=O)(=O)N2CCCCCC2)CC1 (stereo not drawn)
→ -1% | 23% | -9% | -34 | -7% | 0%
CC(=O)Nc1cccc(C(=O)OCC(=O)NC(=O)Cc2ccccc2)c1
→ x | -22% | 24% | u | -10% | 2%
COc1ccc(C)cc1N(C(=O)c1ccc(C#N)cc1)C1=NC(C)(C)CS1
→ 12% | -19% | 8% | 50 | -2% | 7%
C=CCc1ccc(O)c(-c2cc(CC=C)ccc2O)c1
→ -3%&-3%&3% | -39% | -6% | -11 | -1% | 56µM*
CCOc1ccc(-n2c(O)c(N=Nc3c(C)n(C)n(-c4ccccc4)c3=O)c(=O)[nH]c2=O)cc1
→ 16µM* | -21% | 7% | 47 | -4% | 9%
O=C1NCCN1c1ccc(CN2CCN(C3CCCCC3)C(CCO)C2)cc1 (stereo not drawn)
→ -2% | -24% | 16% | -30 | 7% | 6%
CC1=CC(C)(C)N(C(=O)CSc2ncn[nH]2)c2ccc(C)cc21
→ 1% | -13% | u | -13 | -9% | -13%
CC(C)CC(O)(c1ccccc1)C(CN1CCOCC1)c1ccccc1 (stereo not drawn)
→ -27% | 133%[activator] | 6% | u | 0% | -10%
Nc1nc(NCCCN2CCOCC2)nc(Nc2cccc(F)c2)c1[N+](=O)[O-]
→ 6% | 25% | -21% | 12 | 9% | 22%
O=C(NC1CC2CCCC(C1)N2Cc1cccs1)N1CCOCC1 (stereo not drawn)
→ 4% | -17% | 14% | 14 | 1% | 3%
CCOc1ccc(NC(=O)C2CC(=O)N(c3ccc(C(C)C)cc3)C2)cc1 (stereo not drawn)
→ x | x | x | -6 | 3% | 3%
COc1cc(CNc2ccc3[nH]c(=O)[nH]c3c2)ccc1OCc1ccccc1
→ -5% | -54% | u | 17 | 0% | -28%
O=C(NCCC(=O)N1CCN(C(=O)c2ccco2)CC1)c1ccc(Br)cc1
→ x | -10% | -9% | -1 | 0% | -20%
CCOc1ccccc1NC(=O)C12CC3CC(C1)CC(c1ccc(C)cc1)(C3)C2
→ -1% | -25% | -5% | -29 | 5% | 20%
O=C(c1cn(Cc2ccccc2)nc1-c1ccc(Cl)cc1)N1CCN(c2ccccn2)CC1
→ x | 70%[activator] | u | 0 | 4% | -11%
CCn1c(CNC(=O)c2ccco2)nnc1SCC(=O)c1ccc(F)cc1
→ -5% | -8% | 7% | -35 | u | 5%
CCOC(=O)C1=C(CNCc2ccc(Cl)cc2)NC(=O)NC1c1ccccc1 (stereo not drawn)
→ x | x | x | -13 | -5% | -9%
O=C(O)c1ccccc1SCc1nc2ccccn2c1Br
→ -9% | -7% | 21% | 13 | -4% | x
CC1CC(C)CN(C(=O)CCS(=O)(=O)c2ccc3c(c2)NC(=O)CS3)C1 (stereo not drawn)
→ x | -9% | 0% | 0 | -2% | -7%
COc1ccc(C(=O)NCCCN=C2NS(=O)(=O)c3ccccc32)cc1
→ -1% | -9% | 26% | -23 | -7% | -7%
Cc1cc(C)cc(NC(=O)C2CCN(c3nccs3)CC2)c1
→ -9% | -4% | 10% | -21 | -11% | -4%
Cc1cc2c3c(c1)C1(C(=O)N3C(C)(C)CC2C)C(C#N)=C(N)Oc2cc(O)ccc21 (stereo not drawn)
→ -2% | -9% | u | -40 | -5% | -13%
Cc1ccc(NC(=O)CCNC(=O)c2ccc(Br)cc2)cc1S(=O)(=O)N1CCOCC1
→ x | 47% | u | 30 | 0% | -3%
N#C/C(=C/c1cn(CC(=O)O)c2ccccc12)C(=O)Nc1ccccc1
→ -6% | -26% | -5% | -1 | 9% | 3%
O=C(NCCC1=CCCCC1)c1ccc(Cl)c(S(=O)(=O)N2CCOCC2)c1
→ -3% | 13% | u | -66* | 2% | 2%
COCCNC(=O)C1CC2Cn3c(nc4ccccc43)C2N1C (stereo not drawn)
→ -1% | -14% | 17% | 44 | -7% | -4%
CCc1cc(=O)oc2cc(C)c(CN3CCCC3)c(O)c12
→ -17% | 11µM* | u | 0 | u | u
CCOC(=O)CNC(=O)c1sc(NC(=O)c2ccccc2F)nc1C
→ 2% | -16% | 5% | 27 | -10% | 0%
CCn1c(SCC(=O)Nc2cccc(NC(C)=O)c2)nnc1-c1ccco1
→ -10% | -1% | 10% | -17 | -11% | -18%
Cc1cc(C(=O)N2CCCC(C(=O)c3ccc(Cl)cc3C)C2)no1 (stereo not drawn)
→ x | 87%[activator] | 0% | 3 | 1% | -3%
O=C(Cn1c(=O)nc(-c2ccccc2)c2cc(Cl)ccc21)NCCCc1ccccc1
→ x | x | x | 16 | 8% | -8%
CCOc1nc(NCCO)nc(Nc2ccc([N+](=O)[O-])cc2)n1
→ 1% | -13% | 7% | 14 | u | 1%
Cc1nn(-c2ccccc2)c(N2CCCC2)c1/C=N/NC(=O)c1cc(-c2cccs2)nc2ccccc12
→ -4% | -13% | u | -35 | -9% | 3%
Cc1[nH]c2ccccc2c1C1(O)C(=O)N(Cc2ccc3c(c2)OCO3)c2ccccc21 (stereo not drawn)
→ -11% | -4% | 6% | 21 | -11% | 0%
COc1cccc(NC(=S)N2CCc3cc(OC)c(OC)cc3C2)c1
→ -5% | -2% | -15% | u | -1% | 12%
COc1ccc(NC(=O)CN(C)C(=O)c2ccccc2OCC(=O)Nc2cccc(C(F)(F)F)c2)cc1
→ x | -5% | u | u | u | -4%
Cc1nc(N)ncc1-c1ccc2c(c1)OCO2
→ 8% | -16% | 16% | -21 | 0% | 1%

# 3 compounds from above, reduced to AmpC inh no detg, Giardia FBPA inh and HCMV antiviral.
smiles,AmpC inh no detg,Giardia FBPA inh,HCMV antiviral
N#C/C(=C/c1cn(CC(=O)O)c2ccccc12)C(=O)Nc1ccccc1,-26%,-6%,-1
O=C(NCCC1=CCCCC1)c1ccc(Cl)c(S(=O)(=O)N2CCOCC2)c1,13%,-3%,-66*
COCCNC(=O)C1CC2Cn3c(nc4ccccc43)C2N1C (stereo not drawn),-14%,-1%,44

# (listing goes on)
# Values run as follows: Giardia FBPA inh | AmpC inh no detg | HCV inhibitor | HCMV antiviral | AmpC detergent | Sm TGR block
CCN(CC)C(=O)c1oc2ccc(S(=O)(=O)N3CC(C)CC(C)C3)cc2c1C (stereo not drawn)
→ 1% | 144%[activator] | 3.5µM* | -88* | 1% | 12%
CCOc1ccc(NC(N)=O)cc1OCC
→ -7% | -15% | -13% | 8 | 0% | -8%
CNc1nc2c(-c3ccc(Cl)cc3)nnn2c2ccccc12
→ -4% | -19% | -15% | 12 | 2% | -4%
COc1ccc(S(=O)(=O)N2CCSC2c2ccc(OC)c(OC)c2)cc1 (stereo not drawn)
→ 11% | 32% | 7% | -62* | -1% | -3%
CCCOc1ccc(Nc2nc(SC)ncc2C(=O)OCC)cc1
→ x | x | x | 16 | 16% | 1%
N#Cc1cc([N+](=O)[O-])ccc1NC(=O)CSc1n[nH]c(=O)n1C1CC1
→ x | -13% | -7% | 0 | 3% | 7%
O=C(Nc1ccc([N+](=O)[O-])cc1)Nc1cnccn1
→ x | -23% | -21% | -81* | 1% | -3%
CSCCC(NS(=O)(=O)c1cccc(C(F)(F)F)c1)C(=O)Nc1ccccc1N1CCCC1 (stereo not drawn)
→ x | 4% | -14% | -5 | -5% | 2%
CC(C)CCn1c(=O)c2ccccc2n2c(CCC(=O)NCC3CCCO3)nnc12 (stereo not drawn)
→ x | 22% | 3% | -23 | 0% | -10%
C[C@H](CO)N1C[C@H](C)[C@@H](CN(C)CC2CCCCC2)Oc2ccc(NC(=O)CCN3CCOCC3)cc2C1=O
→ x | 138%[activator] | 33%[activator] | 4 | x | x
O=C(NCC(=O)N1CCN(S(=O)(=O)/C=C/c2ccccc2)CC1)c1ccc(Cl)cc1
→ 2% | -20% | u | -5 | 5% | -11%

# Not a hit list. About 9.9% of those tested had a hit in this group.
